# Compound activity (PubChem BioAssay)
# D1 potentiator – Potentiators of Human D1 Dopamine Receptor: qHTS. D(1A) dopamine receptor (Homo sapiens), P21728. HEK293 TREx D1 cells, calcium flux, dopamine EC20 potentiation. potentiation, % at 10 µM. 360,000 tested, 0.036% active; in the data active means potentiation above about 30%; further: 0% is about no effect
# D1 antagonist – Antagonist of Human D 1 Dopamine Receptor: qHTS; AID 504652, 2011; activity change, negative = inhibition, % at 10 µM; HEK293 TREx D1 cells, calcium flux, dopamine EC80; stronger effect = lower value; D(1A) dopamine receptor (Homo sapiens), P21728; 360,000 tested, 3.2% active; in the data active means activity change below about -30%; further: on the % scale 0 is the no-effect control and ±100 the full control effect
#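 After overnight tetracycline induction at 30 C, force-coupled D1 HEK293 cells took up a no-wash calcium dye at room temperature. Compounds were added and monitored 180 s, and the response to EC80 dopamine was then recorded.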
# GRP78 ERSR act – qHTS for Inducers of the Endoplasmic Reticulum Stress Response (ERSR) in Human Glioma: qHTS; Potency, µM, inactives show at the top dose activation, most hits filed as activators; 420,000 tested, 0.02% active; U87-MG GRP78 promoter luciferase reporter, 16 h; further: potency means the concentration at half of the fitted maximal effect; series mostly up to about 76 µM; % of control where 0% means no effect; nearly all actives have a fitted effect of over 35% in size
#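 ERSR induction read as luciferase luminescence (Bright-Glo, 10 min at room temperature) in stably transfected human U87-MG glioma cells exposed to compounds for 16 h, using GRP78 as sensor.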
# RXFP1 ag – qHTS Assay for Agonists of the Relaxin Receptor RXFP1; AID 2676, 2010; 370,000 tested, 0.3% active; Relaxin receptor 1 (Homo sapiens), Q9HBX9; HEK293T-RXFP1 cAMP TR-FRET, 30 min; response scale: percent of porcine relaxin response, buffer zero; Potency, µM (doses to about 57.5 µM), inactives show top-dose activation, usual class: activators; further: potency means the concentration at half of the fitted maximal effect; on the % scale 0 is the no-effect control and ±100 the full control effect; nearly all actives have a fitted effect of over 60% in size; many of its hits are not listed in these tables
# Target sequence (Q9HBX9 whole entry, looked up): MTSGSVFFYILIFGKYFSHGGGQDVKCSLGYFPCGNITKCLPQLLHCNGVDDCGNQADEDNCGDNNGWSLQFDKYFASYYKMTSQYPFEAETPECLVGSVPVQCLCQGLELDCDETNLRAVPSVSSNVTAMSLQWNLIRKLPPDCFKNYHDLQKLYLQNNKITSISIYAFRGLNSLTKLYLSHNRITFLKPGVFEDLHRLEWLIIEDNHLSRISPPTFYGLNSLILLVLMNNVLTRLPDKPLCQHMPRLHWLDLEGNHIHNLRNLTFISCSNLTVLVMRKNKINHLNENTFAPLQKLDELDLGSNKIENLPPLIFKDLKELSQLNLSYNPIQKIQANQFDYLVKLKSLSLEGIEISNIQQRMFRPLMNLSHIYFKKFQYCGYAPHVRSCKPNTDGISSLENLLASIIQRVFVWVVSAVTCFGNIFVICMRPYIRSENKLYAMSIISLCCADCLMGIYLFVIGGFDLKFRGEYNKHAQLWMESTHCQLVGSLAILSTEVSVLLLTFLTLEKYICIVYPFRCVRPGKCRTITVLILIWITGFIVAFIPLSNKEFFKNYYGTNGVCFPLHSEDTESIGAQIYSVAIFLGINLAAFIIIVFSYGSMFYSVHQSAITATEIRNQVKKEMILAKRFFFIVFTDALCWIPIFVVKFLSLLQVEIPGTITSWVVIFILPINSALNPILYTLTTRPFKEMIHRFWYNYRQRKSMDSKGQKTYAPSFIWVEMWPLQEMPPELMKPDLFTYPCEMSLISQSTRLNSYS
#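 cAMP rise read by TR-FRET after 30 min, 37C compound exposure (up to 58 uM) in RXFP1-transfected HEK293 cells with Ro 20174 present. EC50 from Hill-equation fits, with 29 nM porcine relaxin as 100% and buffer as basal.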
# Vif-APOBEC3G blk – qHTS for Inhibitors of Vif-A3G Interactions: qHTS; 410,000 tested, 0.076% active; HeLa A3G-eYFP + Vif (tagged APOBEC3G with the HIV-1 protein that degrades it), YFP fluorescence, overnight; DNA dC->dU-editing enzyme APOBEC-3G (Homo sapiens), Q9HC16; Potency, µM (highest dose often 46.1 µM), for the others: at the highest dose activity, negative = active, most hits filed as inhibitors; AID 602310, 2012;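 further: potency means the concentration at half of the fitted maximal effect; on the % scale 0 is the no-effect control and ±100 the full control effect; nearly all actives have a fitted effect of over 60% in size; hits raise eYFP signal because A3G escapes Vif-driven loss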
#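 Read-out is eYFP fluorescence (Ex 488/Em 500-530) from Vif-expressing HeLa A3G-eYFP cells; more signal means A3G escaped Vif-mediated degradation. Cells plated overnight, compound pinned in, incubated overnight at 37 deg C.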
# Vif-A3F inh – qHTS for Inhibitors of Vif-A3F Interactions: qHTS; AID 602313, 2012; HeLa A3F-eYFP + Vif (tagged APOBEC3F with the HIV-1 protein that degrades it), YFP fluorescence increase; 390,000 tested, 0.2% active; Potency, µM (titrated, usually from 46.1 µM), for inactives: top-dose activity, negative = active; further: potency means the concentration at half of the fitted maximal effect; % of control where 0% means no effect; nearly all actives have a fitted effect of over 65% in size
#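 HeLa cells stably expressing A3F-eYFP plus Vif, plated and incubated overnight at 37 deg C, then exposed to compounds overnight at 37 deg C. Blocked degradation read as raised yellow fluorescence (Ex 488/Em 500-530).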
# D1 agonist – Allosteric Agonists of the Human D1 Dopamine Receptor: qHTS. D(1A) dopamine receptor (Homo sapiens), P21728. HEK293 T-REx D1 cells, calcium flux, agonist mode. activation, % at 2 µM. 360,000 tested, 1% active. AID 504660, 2011; in the data active means activation above about 30%; further: 0% is about no effect
#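 Inducible HEK293 T-REx D1 cells, force-coupled to calcium signalling, were plated at 4000 cells/well with tetracycline and held overnight at 30 C. After no-wash calcium dye loading, compound-evoked calcium rise over 180 s flagged agonists.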
# LDHA block – qHTS assay for inhibitors of human lactate dehydrogenase; AID 1347041, 2019; activity change, % (values are at about 110 or 230 µM); L-lactate dehydrogenase A chain (Homo sapiens), P00338; purified LDHA, NADH/diaphorase-resazurin fluorescence; stronger effect = lower value; 480,000 tested, 0.15% active; in the data active means activity change below about -30%; inconclusive means mostly about -25% to -30%;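 further: plate controls were DMSO wells for no effect and wells without enzyme for full effect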
#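 Remaining NADH was detected by diaphorase (0.133 mg/mL) converting 37 µM resazurin to fluorescent resorufin, read at 0 and 20 minutes. The preceding 5-minute room-temperature reaction used 2 nM LDHA, 0.2 mM sodium pyruvate and 0.06 mM NADH at pH 7.4.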
# D2 PAM – HTS Assay for Positive Allosteric Modulators of the Human D2 Dopamine Receptor: Primary Screen for Potentiators; HEK293 T-REx D2, calcium flux, EC20 dopamine potentiation; 340,000 tested, 0.34% active; D(2) dopamine receptor (Homo sapiens), P14416; potentiation, % at 10 µM;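 active means potentiation over 3 SD above the plate norm, cut at about 30% in these data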; further: 0% is about no effect
#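 Tetracycline-induced HEK293 T-REx cells force-coupled to calcium signalling expressed D2; compounds were pin-added after a 10 s baseline, read kinetically 180 s, then an EC20 dopamine challenge followed with a further 180 s calcium read.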
# Starred values were filed as active, the others as inactive; ? = inconclusive; / = no result given. Unless noted, the call rests on the fitted dose curve; in most records, active means well fitted curve in the direction sought with a large enough effect; inconclusive means small, poorly fitted or top-dose-only effect, or another doubt; inactive means no such curve, though single readings can be large; an effect the other way counts as inactive or inconclusive.
cpd	structure	D1 antagonist	D1 potentiator	RXFP1 ag	GRP78 ERSR act	Vif-A3F inh
1	COc1ccc(CCC(=O)NC2CCCN(Cc3ccc(Cl)cc3)C2)cc1OC (centres undefined)	18	-7	-0.7%	-1%	4%
2	COc1ccc(Br)cc1CNC(=O)Cn1nc(C)n2cccc2c1=O	-5	20	6.6%	-5%	6%
3	CCOc1ccc2cc(S(=O)(=O)n3ccnc3C)ccc2c1	3	-6	2.5%	-4%	/
4	Cn1cc(C(N)=O)c2ccccc21	-5	-4	0.9%	3%	-1%
5	O=C(CCNC(=O)Cn1ccc2ccccc2c1=O)NCCCN1CCOCC1	16	4	-1.2%	1%	0%
6	CN=C1S/C(=C\c2c(OC)cc(OC)cc2OC)C(=O)N1C	0	-2	0.7%	0%	3%
7	Cc1oc2cc3oc(=O)c(CCC(=O)NCCCN4CCOCC4)c(C)c3cc2c1C	-13	-8	3.7%	4%	-2%
8	CCc1ccc(CN(Cc2ccco2)C(=O)COc2ccc(Cl)c(C)c2)cc1	-3	0	-2.5%	-3%	0%
9	COc1cccc(C2CC(c3ccccc3Cl)Nc3nc(N)nn32)c1 (centres undefined)	28	2	0.2%	-1%	-11%
10	CSc1nc(Cl)cc(N(CCO)CCO)n1	-26	-4	2.0%	-7%	-11%
11	CN1CCN(C(=O)Nc2cccc3ccccc23)CC1	-14	-1	2.2%	0%	1%
12	NC(=O)CCC(NC(=O)c1ccc(Cl)cc1)C(=O)O (centres undefined)	-8	-2	3.5%	-1%	12%

cpd	Vif-APOBEC3G blk	D2 PAM	LDHA block	D1 agonist
1	2%	16	1	-2
2	0%	-3	-1	3
3	-1%	37*	-1	0
4	-1%	-11	-8	1
5	4%	2	1	1
6	-1%	/	4	0
7	3%	-1	2	0
8	6%	-4	-3	25
9	0%	-8	-5	0
10	1%	-8	-7	0
11	2%	-3	6	2
12	1%	-3	-6	2

# Quoted at random: 4 entries already listed, in no set order.
cpd	structure	D1 antagonist	D1 potentiator	RXFP1 ag	GRP78 ERSR act	Vif-A3F inh
4	Cn1cc(C(N)=O)c2ccccc21	-5	-4	0.9%	3%	-1%
6	CN=C1S/C(=C\c2c(OC)cc(OC)cc2OC)C(=O)N1C	0	-2	0.7%	0%	3%
8	CCc1ccc(CN(Cc2ccco2)C(=O)COc2ccc(Cl)c(C)c2)cc1	-3	0	-2.5%	-3%	0%
5	O=C(CCNC(=O)Cn1ccc2ccccc2c1=O)NCCCN1CCOCC1	16	4	-1.2%	1%	0%

cpd	Vif-APOBEC3G blk	D2 PAM	LDHA block	D1 agonist
4	-1%	-11	-8	1
6	-1%	/	4	0
8	6%	-4	-3	25
5	4%	2	1	1

# Continued:
cpd	structure	D1 antagonist	D1 potentiator	RXFP1 ag	GRP78 ERSR act	Vif-A3F inh
13	CCCN(Cc1ccccc1)C(=S)Nc1ccc(OC(F)F)cc1	-10	6	-0.7%	0%	4%
14	CSc1cccc(NC(=O)C(=O)NCc2ccccc2)c1	31	-2	1.2%	0%	-16%
15	COc1ccc(N2CC(C(=O)OCC(=O)NCc3ccccc3)CC2=O)cc1 (centres undefined)	4	4	0.4%	-1%	1%
16	Nc1c(C(=O)NC2CCCC2)c2nc3ccccc3nc2n1N	-4	-1	-1.3%	3%	-5%
17	CCN(CC)C(=O)C1=C(C)N(CCCOC)C(=O)C(CC(=O)NCCc2ccccn2)C1 (centres undefined)	/	/	/	-4%	-10%
18	O=C1C2C3C=CC(C3)C2C(=O)N1c1ccc(Cc2ccncc2)cc1 (centres undefined)	-3	-8	2.6%	-3%	-3%
19	C[C@@H]1CN([C@H](C)CO)C(=O)c2cc(C#Cc3ccccc3F)cnc2O[C@@H]1CN(C)S(=O)(=O)c1ccccc1F	/	/	/	-5%	-1%
20	CN(C(=O)CSc1ncnc2sccc12)C1CCCCC1	-2	-7	1.6%	3%	-9%
21	CCC(=O)NNc1nc2c(F)cc(F)cc2s1	-35*	-2	1.9%	-2%	3%
22	Cc1ccc(CN2CCCn3nc(C(=O)NCc4ccccc4Cl)cc3C2=O)cc1	-3	0	-1.3%	-4%	-7%
23	Cc1cc(=O)oc2cc(OCC(=O)N3c4ccccc4NC(=O)C3(C)C)ccc12	/	/	/	-2%	-3%
24	COc1ccc(NC(=O)CSc2ccc(F)cc2)cc1S(=O)(=O)N1CCCCC1	-3	1	-1.1%	0%	?

cpd	Vif-APOBEC3G blk	D2 PAM	LDHA block	D1 agonist
13	-4%	-5	0	3
14	-5%	-3	0	1
15	1%	1	-6	1
16	-10%	-4	-1	2
17	1%	/	-7	/
18	3%	-5	2	23
19	-1%	/	0	/
20	-1%	-1	-17	1
21	-3%	5	4	4
22	3%	3	-1	7
23	5%	/	-2	/
24	4%	-7	-1	7

# Other entries follow.
cpd	structure	D1 antagonist	D1 potentiator	RXFP1 ag	GRP78 ERSR act	Vif-A3F inh
25	COc1cc(NC(=O)C(=O)N2CCN(C)CC2)c(OC)cc1Cl	-4	2	1.0%	-5%	0%
26	O=C(c1ccco1)N1CCN(C(=O)c2ccccc2Oc2ccccc2)CC1	-6	-2	0.8%	0%	-18%
27	COc1cccc(NC(=O)CN(C)C(=O)c2cccnc2Nc2cccc(C(F)(F)F)c2)c1	-26	/	2.2%	-8%	2%
28	CCOC(=O)C(NC(=O)c1ccccc1)(OCc1ccc(F)cc1)C(F)(F)F (centres undefined)	-12	-7	0.0%	-2%	-16%
29	COC(=O)c1sccc1NC(=O)Nc1cccc(OC)c1	-1	1	-1.1%	-1%	2%
30	C=CC[C@@H](CC(=O)N(CCO)Cc1ccccc1)C(=O)N[C@@H](COC(=O)[C@@H](CC=C)Cc1ccc(F)cc1)Cc1c[nH]c2ccccc12	/	/	/	-7%	3%
31	CC(C)N1CCC(N2CCN(Cc3nc4ccccc4s3)CC2CCO)CC1 (centres undefined)	-2	4	-1.6%	6%	-14%
32	c1ccc(CN2CCN(CCCNc3ccc4nnc(-c5ccccc5)n4n3)CC2)cc1	2	-5	8.1%	-1%	4%
33	CC(C)CC(=O)Nc1nnc(SCc2cc(=O)n3ccccc3n2)s1	4	-2	8.0%	-3%	3%
34	CCOC(=O)Cc1csc(NC(=O)Cn2c(=O)oc3ccccc32)n1	-19	-1	-4.1%	-6%	-2%
35	O=C(Nc1ccc(F)c(F)c1)c1ccco1	-8	-1	-2.6%	0%	5%
36	Cc1ccc(C(=O)Nc2ccc(N3CCN(C(=O)c4ccco4)CC3)cc2)cc1	-9	2	0.5%	-5%	3%

cpd	Vif-APOBEC3G blk	D2 PAM	LDHA block	D1 agonist
25	-1%	13	-2	3
26	-1%	6	0	2
27	-2%	-6	0	11
28	-3%	/	-9	-1
29	0%	11	-6	1
30	5%	/	1	/
31	-8%	-1	-3	4
32	6%	-25	2	0
33	3%	12	-3	3
34	-4%	9	0	4
35	2%	-2	-1	4
36	-1%	3	-3	2

# Additional compounds follow:
cpd	structure	D1 antagonist	D1 potentiator	RXFP1 ag	GRP78 ERSR act	Vif-A3F inh
37	C=CCOc1ccc(C[C@H](N)C(=O)NC[C@H]2O[C@@H](n3cnc4c(N)ncnc43)[C@H](O)[C@@H]2O)cc1	/	/	/	-1%	1%
38	Cc1cc(Nc2ccc(Cl)cc2)n2cnnc2n1	4	-1	8.7%	3%	0%
39	Cc1ccc(C)c(C(=O)Cn2ncc(Cl)c(Cl)c2=O)c1	-23	-6	2.9%	-13%	2%
40	COc1ccc(NC2CCCN(C(=O)c3ccc(OC)cc3OC)C2)cc1 (centres undefined)	-6	0	-3.8%	-3%	0%
41	O=C(Cc1ccccc1)CC(CC(=O)c1ccccc1)c1ccccc1 (centres undefined)	/	/	/	-2%	-11%
42	COc1ccc(CCNc2nc(C)nc3c2nnn3Cc2ccccc2)cc1OC	-15	-1	0.7%	-4%	1%
43	COc1ccc(NC(=O)C2C3CCC(O3)C2C(=O)O)cc1OC (centres undefined)	-14	2	-3.8%	-1%	-12%
44	CC1CCN(S(=O)(=O)c2ccc3c(c2)N(CC(=O)NC(C)c2ccccc2)C(=O)CS3)CC1 (centres undefined)	-18	-5	1.3%	-1%	0%
45	Nc1nc2n(n1)C(c1cccs1)CC(c1ccc(F)cc1)N2 (centres undefined)	7	-2	0.2%	-1%	-1%
46	CCCn1nc(C(=O)Nc2cc(OCC)c(N3CCOCC3)cc2OCC)c2ccccc2c1=O	/	/	/	-5%	-7%
47	CCOC(=O)C1CCN(C(=O)CSc2n[nH]c(-c3ccc(F)cc3)n2)CC1	-4	-3	2.1%	0%	3%
48	CC(C)(C)OC(=O)N1CCC(c2c(C(=O)NCCN3CCC(Cc4ccccc4)CC3)cnn2-c2ccccc2)CC1	-7	-3	3.4%	-2%	2%
49	CC(=O)Nc1scc(-c2ccccc2)[n+]1-c1ccc(C)cc1	11	2	21%	-2%	6%

cpd	Vif-APOBEC3G blk	D2 PAM	LDHA block	D1 agonist
37	-4%	/	-2	/
38	1%	-5	-1	3
39	?	7	-6	2
40	2%	6	4	2
41	0%	/	-9	/
42	1%	2	-7	4
43	0%	-2	4	2
44	1%	-1	-6	1
45	-7%	-1	-14	3
46	-1%	/	2	/
47	1%	3	0	-1
48	-18%	-16	-1	56*
49	1%	9	-3	0

# Some of the compounds tested; the hit share may differ from the screen's.
